Source: PubChem BioAssay (several laboratories)
NR1D1 modulator: modulators of Rev-erb alpha DNA binding, primary screen, biochemical, FITC-DNA, fluorescence polarization, uHTS; Rev-erbα–FITC-DNA binding, 90 min; activity, % at 10 µM; Nuclear receptor subfamily 1 group D member 1 (Homo sapiens), P20393; AID 1259318, 2017; actives 0.79% (n = 370,000);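 active means activity above about 14%, limit read from the data; passing the limit was not always enough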;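 further: 0% = DMSO wells with 35 nM protein and 100% = DMSO wells with 750 nM protein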
PLC-beta3 inh: human PLC-beta3 inhibitors, primary screen, biochemical, fluorescence. Purified PLC-beta3, fluorogenic substrate. inhibition, % at 12.2 µM. 1-phosphatidylinositol 4,5-bisphosphate phosphodiesterase beta-3 (Homo sapiens), Q01970. actives 0.18% (n = 370,000); in the data active means inhibition above about 11%;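 further: 0% = median of compound wells on plate and 100% = full blocker control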
DAX1 inh-1: DAX1 (NR0B1) inhibitors, primary screen, cell-based, HEK293, Gal4-DAX1, luciferase luminescence; Nuclear receptor subfamily 0 group B member 1 (Homo sapiens), P51843; HEK293 Gal4-DAX1 luciferase reporter; inhibition, % at 6.75 µM; actives 0.99% (n = 340,000); AID 504766, 2011;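 active means inhibition above the mean over all tested compounds plus 3 SD, cut at about 4.2% in these data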;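 further: 0% = DAX1-transfected cells with DMSO and 100% = empty-vector control cells with DMSO; inhibition shows as a rise in luminescence from relieved DAX1 repression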
Target sequence (P51843 207-470 limits assumed): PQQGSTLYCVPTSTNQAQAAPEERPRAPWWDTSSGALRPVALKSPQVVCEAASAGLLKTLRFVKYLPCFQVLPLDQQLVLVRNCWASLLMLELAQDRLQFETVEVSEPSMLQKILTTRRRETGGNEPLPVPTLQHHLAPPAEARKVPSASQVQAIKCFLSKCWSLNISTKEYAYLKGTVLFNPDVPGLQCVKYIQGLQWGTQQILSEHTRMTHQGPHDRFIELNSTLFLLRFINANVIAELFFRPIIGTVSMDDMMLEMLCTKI
ssDAF-12 act: S. stercoralis DAF-12 nuclear receptor activators, primary screen, cell-based, luminescence, HEK293, GRIP1 co-expression, lit1-tk-luc; Nuclear hormone receptor DAF-12 (Strongyloides stercoralis); HEK293 ssDAF-12/GRIP1 lit1-tk-luc reporter; % of 3 µM dafachronic acid response; activation, % at 6.8 µM; actives 1% (n = 370,000); AID 652126, 2013;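 active means activation above the mean over all tested compounds plus 3 SD, cut at about 0.9% in these data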;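 further: 0% = DMSO-only wells and 100% = 3 µM delta7-dafachronic acid wells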
ADAM17 inh: ADAM17 inhibitors, primary screen, biochemical, QFRET; recombinant ADAM17, EDANS/DABCYL FRET peptide cleavage; inhibition, % at 6.95 µM; actives 0.83% (n = 370,000);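 active means inhibition above the mean of compounds lying between control limits plus 3 SD, set per campaign, cut at about 8.5% in these data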;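 further: 0% = DMSO-only wells as the low control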
Target sequence (P78536 215-824 limits assumed): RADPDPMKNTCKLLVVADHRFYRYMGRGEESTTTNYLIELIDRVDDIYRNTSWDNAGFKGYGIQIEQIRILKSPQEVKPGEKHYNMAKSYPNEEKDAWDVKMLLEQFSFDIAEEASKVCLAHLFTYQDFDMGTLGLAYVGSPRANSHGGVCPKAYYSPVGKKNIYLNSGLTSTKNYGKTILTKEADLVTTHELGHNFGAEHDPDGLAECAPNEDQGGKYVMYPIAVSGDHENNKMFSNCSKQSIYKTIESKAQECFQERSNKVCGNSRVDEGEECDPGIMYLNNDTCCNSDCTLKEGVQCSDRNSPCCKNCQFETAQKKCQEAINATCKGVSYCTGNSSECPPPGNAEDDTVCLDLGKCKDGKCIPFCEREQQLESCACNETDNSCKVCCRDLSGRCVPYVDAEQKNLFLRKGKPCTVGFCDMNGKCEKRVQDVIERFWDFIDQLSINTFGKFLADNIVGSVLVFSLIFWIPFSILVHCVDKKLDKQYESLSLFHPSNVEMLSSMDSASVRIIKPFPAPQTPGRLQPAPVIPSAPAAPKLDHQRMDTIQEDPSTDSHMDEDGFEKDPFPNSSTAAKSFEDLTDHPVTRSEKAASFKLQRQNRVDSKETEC
PLCg1 inh: PLC-gamma1 enzyme inhibitors, primary screen, biochemical, fluorescence, purified enzyme; AID 720700, 2013; fluorogenic substrate; inhibition, % at 12.2 µM; 1-phosphatidylinositol 4,5-bisphosphate phosphodiesterase gamma-1 (Homo sapiens), P19174; actives 0.84% (n = 370,000); in the data active means inhibition above about 9.5%
hcDAF-12 act: H. contortus DAF-12 nuclear receptor activators, primary screen, cell-based, luminescence, HEK293, lit1-tk-luc reporter; HEK293 hcDAF-12 lit1-tk-luc reporter; 0% DMSO, 100% Δ7-dafachronic acid; activation, % at 6.8 µM; actives 1.4% (n = 370,000); AID 652067, 2013;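 active means activation above the mean of all tested compounds plus 3 SD, cut at about 5.5% in these data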;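 further: 100% = response to 3 µM Δ7-dafachronic acid high control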
SMARCA2 act: SMARCA2 (BRM) function activators, primary screen, cell-based, luminescence, high throughput. MG213 cells, MMTV-luciferase reporter, dexamethasone, overnight. actives 1% (n = 370,000). activation, % at 9.1 µM; in the data active means activation above about 7.8%;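 further: 0% = vehicle wells and 100% = reference activator wells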
MBD2 inh: inhibitors of MBD2 binding to methylated DNA, primary screen, biochemical, TR-FRET, DNA-binding domain, human; inhibition, % at 4.4 µM; actives 0.31% (n = 370,000); AID 686964, 2013; MBD2 binding to methylated oligonucleotide; in the data active means inhibition above about 13%
DAX1 inh-2: DAX1 (NR0B1) inhibitors on StAR promoter, primary screen, cell-based, luminescence, SF-1 (NR5A1), full-length DAX-1; HEK293T StAR-luciferase reporter, SF-1/DAX-1 repression relief; inhibition, % at 6.8 µM; actives 1.1% (n = 370,000); AID 652010, 2013;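 active means inhibition above the mean over all tested compounds plus 3 SD, cut at about 3.6% in these data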;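 further: 0% = DAX-1 cells with DMSO and 100% = cells lacking DAX-1 with DMSO; higher inhibition means more luminescence from relief of DAX-1 repression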
hgDAF-12 ag: H. glycines DAF-12 receptor agonists, primary screen, cell-based, luminescence, HEK293, GAL4 fusion, UAS-luciferase; Nuclear hormone receptor DAF-12 (Heterodera glycines), GAL4 fusion; HEK293 GAL4-hgDAF12 UAS-luciferase reporter, agonist luminescence; normalized to butyrate control; activation, % at 6.8 µM; actives 1.8% (n = 370,000); AID 687014, 2013;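 active means activation above a cutoff set at the mean of all screened compounds plus 3 SD, cut at about 10% in these data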;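 further: 0% = DMSO wells and 100% = sodium butyrate wells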
Active calls of the source: *; i = inactive; . = not tested or not shown; & = joins results of further samples.

SMILES	NR1D1 modulator	PLC-beta3 inh	DAX1 inh-1	ssDAF-12 act	ADAM17 inh	PLCg1 inh	hcDAF-12 act	SMARCA2 act	MBD2 inh	DAX1 inh-2	hgDAF-12 ag
CS(=O)(=O)N1CCN(c2ccc(NC(=O)COc3ccccc3[N+](=O)[O-])cc2)CC1	-6	-9	0.2	-1.7	-4	-4	-1.7	-2	5	-0.9	-2.5
CC(C)N(Cc1nc(-c2ccccc2)no1)C(=O)CN(C)S(=O)(=O)c1ccc(Br)cc1	-7	-2	0.6	-1.1	-1	-2	-1.6	-4	2	-1.2	-4.1
COc1cc(SC)ccc1C(=O)N(C)CC(=O)Nc1cccc2ccccc12	7	0	0.0	-1.4	-3	-1	-0.7	-2	2	0.4	-1.3
Cc1c(C(=O)N2CCCCC2)c(S(=O)(=O)N2CCN(c3ccc(Cl)cc3)CC2)c(C)n1C	8	-6	0.1	-0.8	3	1	-1.3	3	-1	0.2	-3.1
CS(=O)(=O)c1ccc(Nc2nc(C(N)Cc3ccc(F)cc3)cs2)cc1 (centres undefined)	7	-20	.	-1.1	-12	-18	-1.3	-2	-1	-0.1	-1.4
Cn1cnc(C(F)(F)F)c1-c1ccc([N+](=O)[O-])cc1	5	3	-0.8	-0.4	-6	4	-1.5	-3	9	-0.6	1.0
CCCCn1nnnc1C(c1cccs1)N1CCN(C/C=C/c2ccccc2)CC1 (centres undefined)	-4	3	.	-1.2	2	2	-1.0	-4	3	-1.4	-1.9
Cc1nc2cc3nc(C(F)(F)F)[nH]c3cc2[nH]1	-3	1	0.1	-1.6	4	1	0.9	1	0	0.6	1.5
COc1ccc(-c2sc3ccccc3c2-c2ccc(OCCN3CCCCC3)cc2)cc1	8	-34	1.0	-0.8	-10	-22	-0.3	-4	4	1.2	-2.2
Cc1ccnc(NC(=O)/C=C/c2cccs2)c1	-9	-12	0.9	0.5	-39	-8	5.6*	5	-1	3.4	16*
CCN(CC(=O)Nc1ccc(NC(C)=O)cc1)C(=O)/C=C/c1ccccc1	4	-5	0.4	-1.1	-2	-1	-0.8	2	-5	0.0	-1.0
N#Cc1ccc(NC(=O)CN2C(=O)NC3(CCCC3)C2=O)cc1	1	3	0.0	-0.7	0	2	-0.7	0	-2	-0.1	-1.9
CCC(C)NC(=O)CSc1ncccc1C(=O)O (centres undefined)	0	5	-0.4	-1.0	-1	3	-0.8	-2	-6	0.9	0.5
C[N+](C)(C)C[C@H](O)CC(=O)O	1&4	-4	-0.6	-1.6	-7	0	-3.3	-3	-3	-0.4	0.8
CCOC(=O)c1c(S(=O)(=O)N2CCC(C)CC2)c(C)n(C)c1C	-3	-3	-0.1	-1.2	-3	-1	0.8	-4	4	0.2	-0.2
Cc1ccccc1CN1C[C@@H]2C[C@@H](c3cn(C)nc3-c3ccccc3)N3CCC[C@@]23C1=O	11	-10	0.1	-1.0	6	-2	-0.7	-5	-2	0.4	3.0
CCC(=O)c1cc(F)ccc1OCC(=O)N1CCN(c2ccc(F)cc2)CC1	1	0	-1.5	-1.1	1	4	-2.2	-2	5	-0.5	-3.2
CC(C)(C)NC(=O)C(c1ccccn1)N(C(=O)C1CSC(=O)C1)c1ccccc1F (centres undefined)	3	-3	1.5	-1.4	-2	1	0.4	1	-2	-0.3	0.3
Cc1ccc(CCC(=O)Nc2ccc(Cl)cc2Cl)o1	2	1	1.5	-1.7	5	4	1.1	-5	2	0.1	3.1
CC(=O)OC1(C)C=Cc2ccccc2C1=NS(=O)(=O)c1ccccc1 (centres undefined)	1	-5	1.7	-0.4	0	-5	2.8	-2	-6	-0.7	1.9
N#Cc1ccccc1OCC(=O)Nc1cccc(S(=O)(=O)N2CCCCCC2)c1	-5	-2	-1.2	-2.0	7	2	-1.8	3	0	-1.4	-3.4
Cc1ccc(C(=O)N2CCCCC2)cc1S(=O)(=O)N1CCOCC1	11	-4	0.1	-1.0	-3	-1	0.1	4	0	-1.0	0.7
COCc1nnc(NC(=O)CC(C)c2ccccc2)s1 (centres undefined)	-2	3	0.1	-0.8	-8	0	-0.5	-2	2	-0.2	-1.1
O=C(NCc1ccco1)c1cccn2c(=O)c3sccc3nc12	6	i	1.1	-2.0	-101	i	1.2	0	-7	-0.8	2.6
OCCNc1ncnc2c1cnn2Cc1ccccc1	-1	-2	-1.0	-1.4	-4	1	-1.5	-5	2	0.0	-0.7
O=C(Cc1c[nH]c2ccccc12)N1CCN(S(=O)(=O)c2ccc(F)cc2)CC1	4	-4	0.5	-0.5	-3	-2	0.4	-1	1	0.6	-1.5
Cc1csc(NC(=O)c2cccnc2)n1	1	0	0.7	-1.0	-5	4	1.6	0	1	0.6	2.5
Oc1ccc(/C=N/Nc2cc(N3CCOCC3)nc(N3CCOCC3)n2)cc1	-5	-25	-2.0	-2.2	1	-23	-2.8	-4	0	-0.5	-3.8
Cc1nn(-c2ccccc2)c(-c2ccccc2[N+](=O)[O-])c1CC#N	-8	3	.	-1.5	-3	0	-1.6	0	-3	-0.3	-2.3
Cc1ccc(C)c(OCCCC(=O)O)c1	-5	0	1.5	-0.9	0	0	0.5	1	2	1.3	-0.6
COc1ccc2cc(CCNC(=O)C(C)C)c(=O)[nH]c2c1	3	4	-0.8	-1.3	-8	0	-1.7	0	-2	0.4	3.9
CN(C(=O)/C(N=Nc1cccc(C(F)(F)F)c1)=C(\O)C(F)(F)F)c1ccccc1	-2	4	1.3	-1.7	4	7	-1.2	-2	2	-0.8	-2.1
C[C@@H]1CCCCO[C@H](CN(C)C(=O)Nc2cccc3ccccc23)[C@@H](C)CN([C@H](C)CO)C(=O)c2cc(NC(=O)c3ccccc3)ccc2O1	0	-19	-0.6	-1.0	-10	-14	-1.0	-1	2	-0.2	-1.9
CC(C)N(C(=O)C1CC(=O)OC12CCCCC2)C(C)C (centres undefined)	1	3	0.8	-1.5	-4	0	-0.7	-2	0	-0.2	2.3
COC(=O)[C@H](Cc1ccccc1)NC(=O)/C=C/[C@H]1O[C@@H](n2cc(C)c(=O)[nH]c2=O)C[C@@H]1O	-5	2	.	-0.6	-4	0	-1.0	-1	0	-0.1	0.1
Cc1csc(=O)n1CCC(=O)OC(C)C(=O)NCc1ccccc1 (centres undefined)	13	3	2.7	-1.0	-2	3	0.3	-3	-7	0.9	3.2
CCOC(=S)N/C(=N\S(C)(=O)=O)c1ccccc1	-3	-6	-2.0	-1.1	-4	2	-2.3	1	1	0.9	-4.0
Cc1cc(-c2cc(-c3ccccc3)on2)nc(NCC2CC2)n1	-6	-46	3.4	-1.2	-12	-24	-1.6	1	0	-0.1	0.8
CCN(c1ccccc1)S(=O)(=O)c1ccc(C(=O)N(C)CCc2ccc(OC)c(OC)c2)cc1	-1	-3	2.5	-1.1	1	6	-0.1	0	2	-0.5	-0.1
CCOC(=O)C1(Cc2ccccc2C)CCCN(C(=O)c2ccc(OC)o2)C1 (centres undefined)	-5	-6	0.1	-1.3	2	2	-2.7	-1	0	-2.2	-0.6
O=C(Nc1cccc(-c2csc(Nc3ccccc3)n2)c1)c1cc([N+](=O)[O-])cc(C(F)(F)F)c1	-1	-2	1.1	-1.1	1	-4	0.4	5	3	0.7	3.8
CC(=O)N1CCN(C(=S)c2cccc([N+](=O)[O-])c2)CC1	-4	2	0.2	0.0	1	2	-1.8	5	1	0.4	-0.2
Cc1ccc(O)c(NC(=O)c2cc(-c3ccco3)on2)c1	-3	-4	1.2	-0.1	2	-2	0.3	8	-3	0.8	6.9
COc1cc(/C=N\NC(=O)c2ccc(C)nc2)ccc1OC(=O)c1cccc(F)c1	-2	-1	0.7	-1.1	3	7	-0.4	-3	-2	0.5	2.4
Cc1cc2cc(C#N)c(NCCNC(=S)NCCCN3CCOCC3)nc2cc1C	-1	-95	-0.6	-1.5	-89	-82	0.0	0	-1	-0.5	-0.3
COc1cc(C(Nc2ccc(S(=O)(=O)NCC3CCCO3)cc2)C(=O)NC(C)(C)C)cc(OC)c1OC (centres undefined)	8	-1	-0.6	-0.7	-3	4	-0.3	-5	-8	0.4	-0.4
COc1c2c(nc3occc13)C(CC=C(C)C)(OC)C(O)CC2 (centres undefined)	-3	-5	0.7	-0.8	7	3	0.2	-3	-2	0.1	-3.0
S=C(c1cn(Cc2ccccc2)c2ccccc12)N1CCOCC1	5	1	0.8	-0.6	2	3	-1.6	-3	3	0.3	0.6
O=S(=O)(NC1CC1)c1ccc(S(=O)(=O)N2CCC3(CC2)OCCO3)cc1	11	-6	-0.2	-1.3	-7	3	0.1	-4	6	0.4	-2.3

Entries shown so far that have an aryl methoxy group (8):
SMILES	NR1D1 modulator	PLC-beta3 inh	DAX1 inh-1	ssDAF-12 act	ADAM17 inh	PLCg1 inh	hcDAF-12 act	SMARCA2 act	MBD2 inh	DAX1 inh-2	hgDAF-12 ag
COc1cc(SC)ccc1C(=O)N(C)CC(=O)Nc1cccc2ccccc12	7	0	0.0	-1.4	-3	-1	-0.7	-2	2	0.4	-1.3
COc1ccc(-c2sc3ccccc3c2-c2ccc(OCCN3CCCCC3)cc2)cc1	8	-34	1.0	-0.8	-10	-22	-0.3	-4	4	1.2	-2.2
COc1ccc2cc(CCNC(=O)C(C)C)c(=O)[nH]c2c1	3	4	-0.8	-1.3	-8	0	-1.7	0	-2	0.4	3.9
CCN(c1ccccc1)S(=O)(=O)c1ccc(C(=O)N(C)CCc2ccc(OC)c(OC)c2)cc1	-1	-3	2.5	-1.1	1	6	-0.1	0	2	-0.5	-0.1
CCOC(=O)C1(Cc2ccccc2C)CCCN(C(=O)c2ccc(OC)o2)C1 (centres undefined)	-5	-6	0.1	-1.3	2	2	-2.7	-1	0	-2.2	-0.6
COc1cc(/C=N\NC(=O)c2ccc(C)nc2)ccc1OC(=O)c1cccc(F)c1	-2	-1	0.7	-1.1	3	7	-0.4	-3	-2	0.5	2.4
COc1cc(C(Nc2ccc(S(=O)(=O)NCC3CCCO3)cc2)C(=O)NC(C)(C)C)cc(OC)c1OC (centres undefined)	8	-1	-0.6	-0.7	-3	4	-0.3	-5	-8	0.4	-0.4
COc1c2c(nc3occc13)C(CC=C(C)C)(OC)C(O)CC2 (centres undefined)	-3	-5	0.7	-0.8	7	3	0.2	-3	-2	0.1	-3.0
